# HT1080NT lethal: qHTS for induction of synthetic lethality in tumor cells producing 2HG: qHTS for the HT-1080-NT fibrosarcoma cell line | HT-1080-NT fibrosarcoma viability, CellTiter-Glo ATP luminescence, 48 h | Potency, µM (doses to about 46.1 µM), inactives show at the highest dose activity, negative = less viability, most hits filed as cytotoxic | 360,000 compounds, 1.6% hits | AID 686970, 2013;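 note: NT is the 2HG producing partner of a matched IDH1 knockdown line; potency is the fitted concentration of half-maximal effect; 0% = DMSO-treated cells and -100% = media-only wells without cells; nearly all actives have a fitted effect of over 55% in size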
#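 A 48-hour cytotoxicity screen used HT-1080-NT cells plated 2 hours before compound delivery. ATP-based CellTiter-Glo luminescence measured viability, normalized to DMSO and no-cell controls.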
# MCF10A rerep: A quantitative high throughput screen for small molecules that induce DNA re-replication in MCF 10a normal breast cells | MCF 10A DNA re-replication, Hoechst nuclear intensity, 48 h | Potency, µM (highest dose often 46.1 µM), without a hit: at the top dose activity, positive = re-replication, usual class: activators | 350,000 compounds, 2.9% hits; note: potency is the fitted concentration of half-maximal effect; % of control where 0% means no effect; nearly all actives have a fitted effect of over 50% in size
# HepG2 viability: qHTS for Inhibitors of TGF-b: Cytotox Counterscreen. HepG2 CAGA-GFP viability, ATP luminescence, 18 h. Potency, µM (top dose mostly 46.1 µM), for the others: at the highest dose activity change, negative = cytotoxicity, most hits filed as cytotoxic. 410,000 compounds, 0.76% hits; note: potency is the fitted concentration of half-maximal effect; some results filed as inactive show a strong effect at the top dose
#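 HepG2 CAGA-GFP cells (1000/well, DMEM with 1% FBS) received compound, then TGF-beta at 500 pg/mL final, and were incubated 18 hours at 37 degrees C. Viability was read by CellTiter-Glo luminescence. Media-only wells were set as complete cell-killing and DMSO as no toxicity.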
# HT1080 IDH1KD tx: qHTS for induction of synthetic lethality in tumor cells producing 2HG: qHTS for the HT-1080-IDH1KD cell line; HT-1080 IDH1 knockdown viability, ATP luminescence, 48 h; Potency, µM (top dose mostly 46.1 µM), without a hit: at the highest dose activity, negative = toxicity, actives largely listed as cytotoxic; 360,000 compounds, 2% hits;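 note: potency is the fitted concentration of half-maximal effect; 0% = DMSO wells and -100% = cell-free medium wells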
#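 HT-1080-IDH1KD cells (IDH1 knocked down), 750/well in RPMI with 5% FBS, treated with compound 48 h at 37 degrees C. Viability by CellTiter-Glo luminescence, normalised to DMSO and no-cell wells; concentration-response curves classed.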
# SW480 rerep: A quantitative high throughput screen for small molecules that induce DNA re-replication in SW480 colon adenocarcinoma cells; SW480 DNA re-replication, Hoechst DNA content imaging, 48 h; Potency, µM (doses to about 46.1 µM), for inactives: top-dose re-replication activation, most hits filed as activators; 340,000 compounds, 1.8% hits; AID 624297, 2012; note: potency is the fitted concentration of half-maximal effect; % of control where 0% means no effect; nearly all actives have a fitted effect of over 55% in size
#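 Hoechst fluorescence of nuclei (405 nm excitation, 500-530 nm emission) measured by plate-scanning imager after 48 hr compound exposure at 37 C; re-replication scored as increased number of nuclei with elevated intensity.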
# ATXN2 expr inh: Primary qHTS for Inhibitors of ATXN expression; HEK-293 ATXN2-luciferase reporter, luminescence, 24 h; Potency, µM (titrated, usually from 57 µM), inactives show at the highest dose activity change, negative = inhibition, hits mostly inhibitors; 360,000 compounds, 0.72% hits; AID 1745845, 2022; note: potency is the fitted concentration of half-maximal effect; % is set by controls: 0 for no effect and ±100 for the full control effect; nearly all actives have a fitted effect of over 55% in size
#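 qHTS (up to 57 uM final) was run with 24 h compound exposure of reporter cells at 37 °C. Each well was multiplexed: SteadyGlo luminescence measured ATXN2-luciferase expression after a fluorogenic Gly-Phe-AFC viability readout (25 uM final).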
# S2 tox: Viability Counterscreen for Primary qHTS for Inhibitors of ATXN expression. S2 cells (HEK-293 line with an ATXN2-luciferase reporter) viability, CellTiter-Fluor protease fluorescence, 24 h. Potency, µM (series often up to 56.7 µM), usual class: cytotoxic. 400,000 compounds, 0.49% hits. AID 651635, 2014; note: potency is the fitted concentration of half-maximal effect; nearly all actives have a fitted effect of over 40% in size
# IL-1B inflam inh: qHTS for Inhibitors of Inflammasome Signaling: IL-1-beta AlphaLISA Primary Screen; THP-1 LPS/ATP IL-1B secretion, AlphaLISA, 16 h; active compounds read low; activity change, % at 57.5 µM; 360,000 compounds, 4.7% hits; in the data active = activity change below about -50%; inconclusive = mostly about -30% to -49%; note: % is set by controls: 0 for no effect and ±100 for the full control effect
#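 Secreted IL-1B measured by AlphaLISA bead assay after 16 h compound exposure of THP-1 cells; compounds (final up to 57.5 uM) added 1 h before LPS (250 ng/mL) and ATP (1.25 mM) stimulation; lower signal means less secretion.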
# KB-3-1 tox: qHTS assay for MDR1-selective chemotherapeutics: Primary screen using the parental adenocarcinoma cell KB-3-1; KB-3-1 viability, CellTiter-Glo ATP luminescence, 72 h; Potency, µM (top dose mostly 46.1 µM), without a hit: top-dose activity change, negative = cytotoxic, most hits filed as cytotoxic; 400,000 compounds, 1.4% hits; AID 1347075, 2019; note: potency is the fitted concentration of half-maximal effect; % is set by controls: 0 for no effect and ±100 for the full control effect; nearly all actives have a fitted effect of over 60% in size
#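 Cells are dispensed, compounds pinned in, plates held at 37 °C for 72 h, then CellTiter-Glo is added and luminescence read after 10 minutes. Cell line: parental KB-3-1 in phenol-red-free DMEM, 10% FBS.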
# * hit, by the source's call; i = inactive; ? = inconclusive; / = no result given; & = joins results of further samples; [ ] = another dose, or the depositor's remark. Unless noted, calls come from the whole dose curve; as a rule, active = well fitted curve in the direction sought with a large enough effect; inconclusive = small, poorly fitted or top-dose-only effect, or another doubt; inactive = no such curve, though single readings can be large; an effect the other way counts as inactive or inconclusive. Random draw from the library; any-hit rate near 8.9%.
entry	structure	HT1080NT lethal	MCF10A rerep	HepG2 viability	HT1080 IDH1KD tx	SW480 rerep	ATXN2 expr inh	S2 tox	IL-1B inflam inh	KB-3-1 tox
1	CCC[C@@H]1CCCO[C@@](C(=O)NCc2ccc(S(C)(=O)=O)cc2)(C(F)(F)F)C1	4%	-2%	-24%&-2%	-1%	-5%	-10%	i	-8	-4%
2	O=[N+]([O-])c1cc(C(F)(F)F)ccc1NCCc1ccccn1	0%	0%	-16%	2%	7%	/	i	?	0%
3	Cc1nn(CC(=O)NCc2ccccc2Cl)c(C)c1[N+](=O)[O-]	10%	-7%	11%	0%	1%	4%	i	15	2%
4	Cc1cccc(-n2c(SCC(N)=O)nc3c(c2=O)C2(CCCC2)Cc2ccccc2-3)c1	?	11%	14%	?	18%	-10%	i	-19	?
5	COc1ccc(/C=C/C(=O)Nc2cc(C(F)(F)F)ccc2Cl)cc1OC	4%	1%	4%	6%	-5%	-35%	i	?	3%
6	COc1ccc(CCNC(=O)c2ccccc2NS(=O)(=O)c2cc(C(=O)O)ccc2OC)cc1	25%	6%	6%	26%	0%	30%	i	12	9%
7	O=C1CC(=O)Nc2ccccc2N1	0%	/	-2%	0%	/	/	i	-6	-12%
8	C/C(=C(\C#N)C(=O)NC1CCCCC1)N(C)C	-1%	-4%	-4%	-1%	-9%	-3%	i	5	-2%
9	COc1cccc(COC(=O)c2cc(=O)[nH]c3ccc(S(=O)(=O)N4CCOCC4)cc23)c1OC	-10%	-2%	-5%	-7%	-9%	3%	i	16	3%
10	COc1cc2c(cc1NC(=O)COCC(=O)O)oc1ccccc12	16%	7%	-2%	15%	2%	-5%	i	-2	2%
11	CCN(CC)CCCN(Cc1cc2cc3c(cc2[nH]c1=O)OCCO3)C(=O)Nc1ccc(F)cc1	-18%	0%	-3%	?	-2%	-13%	?	-17	-4%
12	COc1ccc(C(=O)NCc2nnc(SCC(=O)Nc3cc(OC)ccc3OC)o2)cc1	-1%	1%	-23%	10%	-11%	6%	i	1	-1%
13	Cc1c(NC(=O)C(C)OC(=O)c2cc(-c3cccc4ccccc34)nc3ccccc23)c(=O)n(-c2ccccc2)n1C (configuration not stated)	-7%	?	-22%	-2%	-53%[inhibitor]	-4%	i	?	-25%
14	CCCCNc1nc(Oc2ccc(OCCC)nn2)nc(N(C)C)n1	/	/	-30%	/	/	11%	?	/	-10%
15	CC(OC(=O)c1cc(=O)[nH]c2ccccc12)C(=O)N1C(C)CCCC1C (configuration not stated)	4%	-3%	15%	18%	-6%	-9%	i	-11	4%
16	CCOC(=O)C1CCN(c2c(NCc3ccc(C(=O)NCCC(C)C)cc3)c(=O)c2=O)CC1	-5%	-8%	-91%	2%	0%	1%	i	-20	16%
17	COc1cccc(C2C3=C(CCCC3=O)Nc3[nH]n(-c4ccccc4)c(=O)c32)c1 (configuration not stated)	-4%	-3%	6%	1%	-21%	2%	?	7	10%
18	CN(CC(=O)Nc1ccc(N2CCOCC2)cc1)C(=O)c1cccc(Cl)c1Cl	-4%	-3%	-28%	-1%	0%	10%	i	1	12%
19	CCOC(=O)CC(NC(C)=O)c1ccc([N+](=O)[O-])cc1 (configuration not stated)	14%	?	-3%	12%	-67%[inhibitor]	3%	i	22	-8%
20	Cc1ccc(NNC(=O)c2cccs2)cc1Cl	?	?	-3%	5.8µM*	16%	-29%	i	-1	3%
21	O=S(=O)(NCC(c1cccnc1)N1CCN(Cc2ccccc2)CC1)c1cc(F)ccc1F (configuration not stated)	0%	1%	-7%	0%	-2%	-6%	i	-1	-2%
22	NNC(=O)c1cccc(Cn2cc(Br)c([N+](=O)[O-])n2)c1	-18%	-6%	-22%	?	-14%	-9%	/	-17	3%
23	CC(=O)c1ccc(N2CCN(Cc3nc4ccccc4[nH]3)CC2)cc1	16%	0%	-11%	5%	-6%	11%	i	29	-11%
24	CC(c1nnnn1C(C)(C)C)N(Cc1cccnc1)Cc1ccccc1Cl (configuration not stated)	-11%	-1%	-28%	-11%	13%	-10%	i	?	-30%
25	Cc1ccccc1NS(=O)(=O)c1ccc(C(=O)N2CCCC2)cc1	3%	3%	-1%	6%	-5%	-14%	i	0	-6%
26	Cc1cc(NC(=O)COC(=O)C2CCCN2C(=O)c2cccs2)no1 (configuration not stated)	19%	1%	1%	16%	2%	5%	i	1	-4%
27	Cc1ccc(-c2c[n+](CC(=O)Nc3nc(-c4ccc(F)cc4)cs3)c3n2CCC3)cc1	21µM*	9%	18µM*	23µM*	-38%	-17%	?	-100*	0%
28	CCCn1c2ccccc2c2cnn(CC(=O)N(C)c3ccc(F)cc3)c(=O)c21	/	/	-22%	/	/	-3%	i	/	-20%
29	Cc1ccc2occ(C(c3nnnn3Cc3ccccc3)N3CCOCC3)c(=O)c2c1 (configuration not stated)	6%	1%	13%	15%	-4%	3%	i	5	-7%
30	Cc1cc(NCCCn2ccnc2)n2c(nc3ccccc32)c1C#N	1%	?	2%	4%	3%	0%	i	-14	20%
31	Cc1cc2n(n1)C(c1cn(-c3ccccc3)nc1C)Nc1c(C)cccc1-2 (configuration not stated)	20%	6%	-6%	10%	-12%	/	/	0	3%
32	O=C(c1cc2cc(Cl)ccc2oc1=O)N1CCCC1	15%	-3%	-2%	15%	-1%	-6%	i	0	0%
33	CC(=O)NN1C(=O)c2ccc(Oc3ccc([N+](=O)[O-])cc3)cc2C1=O	-1%	-14%	-14%	0%	1%	3%	i	24	5%
34	Cc1cc2oc(C(=O)NCc3ccc(S(N)(=O)=O)cc3)c(C)c2cc1C	-10%	10%	1%	-3%	-2%	-25%	i	-18	4%
35	COc1ccccc1S(=O)(=O)N(C)C[C@H]1OCc2cn(nn2)CCCC(=O)N([C@@H](C)CO)C[C@@H]1C	9%	/	-9%	3%	/	4%	i	-7	24%
36	COc1ccc(NC(=O)c2cc(C3CCCCN3C(=O)c3ccc4c(c3)CCO4)on2)c(C)c1 (configuration not stated)	-4%	/	-3%	1%	/	3%	i	-24	0%
37	Cn1ccsc1=NC(=O)c1cccc(OC(F)F)c1	-3%	14%	10%	1%	2%	44%[activator]	i	31	-6%
38	NC(=O)c1ccccc1OCC(=O)Nc1ccc2c(c1)OCCO2	-5%	0%	35%	-2%	4%	16%	i	-21	6%
39	O=C(NC1CCCCCC1)C1CCN(S(=O)(=O)c2ccc(F)cc2)CC1	-3%	1%	1%	-3%	-3%	1%	i	-5	9%
40	O=C1c2cccc3c([N+](=O)[O-])ccc(c23)C(=O)N1CCc1ccccn1	2%	5%	-28%	-16%	?	13%	i	-21	0%

# An excerpt of these results, in transposed form.
1	CCC[C@@H]1CCCO[C@@](C(=O)NCc2ccc(S(C)(=O)=O)cc2)(C(F)(F)F)C1
2	O=[N+]([O-])c1cc(C(F)(F)F)ccc1NCCc1ccccn1
3	Cc1nn(CC(=O)NCc2ccccc2Cl)c(C)c1[N+](=O)[O-]
4	Cc1cccc(-n2c(SCC(N)=O)nc3c(c2=O)C2(CCCC2)Cc2ccccc2-3)c1
5	COc1ccc(/C=C/C(=O)Nc2cc(C(F)(F)F)ccc2Cl)cc1OC
6	COc1ccc(CCNC(=O)c2ccccc2NS(=O)(=O)c2cc(C(=O)O)ccc2OC)cc1
7	O=C1CC(=O)Nc2ccccc2N1
8	C/C(=C(\C#N)C(=O)NC1CCCCC1)N(C)C
9	COc1cccc(COC(=O)c2cc(=O)[nH]c3ccc(S(=O)(=O)N4CCOCC4)cc23)c1OC

assay / compound,1,2,3,4,5,6,7,8,9
HT1080NT lethal,4%,0%,10%,?,4%,25%,0%,-1%,-10%
MCF10A rerep,-2%,0%,-7%,11%,1%,6%,/,-4%,-2%
HepG2 viability,-24%&-2%,-16%,11%,14%,4%,6%,-2%,-4%,-5%
HT1080 IDH1KD tx,-1%,2%,0%,?,6%,26%,0%,-1%,-7%
SW480 rerep,-5%,7%,1%,18%,-5%,0%,/,-9%,-9%
ATXN2 expr inh,-10%,/,4%,-10%,-35%,30%,/,-3%,3%
S2 tox,i,i,i,i,i,i,i,i,i
IL-1B inflam inh,-8,?,15,-19,?,12,-6,5,16
KB-3-1 tox,-4%,0%,2%,?,3%,9%,-12%,-2%,3%

# (list continues)
entry	structure	HT1080NT lethal	MCF10A rerep	HepG2 viability	HT1080 IDH1KD tx	SW480 rerep	ATXN2 expr inh	S2 tox	IL-1B inflam inh	KB-3-1 tox
41	Cc1ccccc1C(=O)Nc1ccc2oc(-c3ccc(Cl)c(Cl)c3)nc2c1	/	/	1%	/	/	8%	i	/	1%
42	CC(=O)Nc1ccc(NC(=O)COC(=O)c2ccc(S(=O)(=O)NCc3ccco3)cc2)cc1	5%	1%	0%	4%	3%	1%	i	3	16%
43	O=C(O)CN1C(=O)CC(c2ccccc2)CC1=O	4%	-7%	-3%	22%	3%	-2%	i	4	2%
44	O=C(NCc1ccccc1)NC(=O)c1ccccc1F	6%	0%	-3%	4%	?	37%	i	10	-6%
45	O=C(NCCN1CCOCC1)c1ccc2c(c1)N(Cc1ccccc1F)C(=O)CS2	2%	5%	9%	?	0%	-1%	i	3	6%
46	NC(=O)c1ccc(-c2ccc(Br)cc2)o1	28%	14%	-2%	16%	0%	41%[activator]	i	-24	8.2µM*
